High-throughput results: PubChem, Sanford-Burnham Center for Chemical Genomics
mIAP inh – blocks mouse intestinal alkaline phosphatase | inhibition, % at 10 µM | purified mouse IAP, CDP-Star luminescence, 30 min | AID 2806 | 330,000 tested, 0.2% active;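 active = inhibition of at least 40% at 10 µM in the primary screen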;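 note: plate controls were DMSO with enzyme for no effect and no enzyme wells for full effect; values of inactives mirror those of a sister screen read the other way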
MPTP block – inhibitors of mitochondrial permeability transition pore | isolated mouse mitochondria, Ca2+ swelling absorbance, 30 min | inhibition, % at 10 µM | 360,000 tested, 1.4% active | AID 602449;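 active = inhibition of 50% or more, scaled per plate between neutral and stimulator controls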;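 note: 0% = DMSO wells given calcium and 100% = 1 mM EGTA wells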
GRIN3A LBD mod – modulates the human NR3A ligand-binding domain; NR3A LBD differential scanning fluorimetry, Tm shift; 0% = protein alone, 100% = glycine-bound protein; Tm shift relative to glycine control, % at 25 µM; 340,000 tested, 2.5% active;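 active = melting temperature shift of at least 10% of the positive control shift, at one fixed dose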
hIAP block – blocks human intestinal alkaline phosphatase. inhibition, % at 10 µM. P09923. purified IAP, CDP-Star luminescence, 30 min. 330,000 tested, 0.12% active;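 active = inhibition reaching a set limit with compound at 10 µM in the primary screen, cut at about 35% in these data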;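 note: plate controls were DMSO wells with enzyme for no effect and no-enzyme buffer wells for full effect; values of inactives mirror those of a sister screen read the other way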
Target sequence (P09923 whole entry, looked up): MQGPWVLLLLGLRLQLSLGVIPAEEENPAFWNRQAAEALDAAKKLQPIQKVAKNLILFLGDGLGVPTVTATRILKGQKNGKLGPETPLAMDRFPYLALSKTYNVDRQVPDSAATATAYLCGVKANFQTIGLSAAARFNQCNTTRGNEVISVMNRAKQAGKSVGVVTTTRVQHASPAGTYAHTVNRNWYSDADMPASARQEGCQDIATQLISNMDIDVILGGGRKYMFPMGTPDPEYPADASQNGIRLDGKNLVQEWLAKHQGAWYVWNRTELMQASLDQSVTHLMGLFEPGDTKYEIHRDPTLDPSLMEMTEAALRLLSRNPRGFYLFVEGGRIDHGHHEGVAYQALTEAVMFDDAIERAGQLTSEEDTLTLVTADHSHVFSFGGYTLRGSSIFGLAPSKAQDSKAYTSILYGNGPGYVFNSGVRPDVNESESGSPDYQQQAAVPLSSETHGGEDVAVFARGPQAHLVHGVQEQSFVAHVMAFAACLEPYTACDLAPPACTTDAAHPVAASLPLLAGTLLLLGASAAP
hIAP act – human IAP activation; P09923; purified human IAP, CDP-Star luminescence, 30 min; active compounds read high; 1 = vehicle-only enzyme, 0 = enzyme-free background; activation factor at 10 µM; 330,000 tested, 0.16% active;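 active = activation factor of the enzyme at least 2-fold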; note: the source names both 10 and 20 µM as test concentration; values of inactives mirror those of a sister screen read the other way
mIAP act – increases mouse intestinal alkaline phosphatase activity; muIAP, CDP-Star luminescence, 30 min; active compounds read high; 1 = vehicle-only enzyme signal, 0 = enzyme-free wells; activation factor at 10 µM; 330,000 tested, 0.24% active; AID 2805;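 active = activation factor of at least 2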; note: the source names both 10 and 20 µM as test concentration; values of inactives mirror those of a sister screen read the other way
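System: Mouse IAP enzyme | Also added: CDP-Star substrate | Dosing: Compounds dispensed in DMSO | Schedule: 30 min enzyme-substrate-compound incubation at room temperature | Technique: Chemiluminescence readout | Control set: DMSO-only wells and no-enzyme negative control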
APOBEC3G inh – blocks human APOBEC3G single-stranded DNA deamination | Q9HC16 | recombinant A3G, ssDNA deamination FAM/TAMRA fluorescence | inhibition, % at 20 µM | 330,000 tested, 0.28% active | AID 493012;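 active = inhibition of at least 40% at 20 µM, with no more than 30% in the related APOBEC3A deaminase screen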;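 note: plate controls were DMSO wells with A3G for no effect and wells lacking A3G enzyme for full effect; some compounds called inactive have numbers as strong as hits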
Target sequence (Q9HC16 whole entry, looked up): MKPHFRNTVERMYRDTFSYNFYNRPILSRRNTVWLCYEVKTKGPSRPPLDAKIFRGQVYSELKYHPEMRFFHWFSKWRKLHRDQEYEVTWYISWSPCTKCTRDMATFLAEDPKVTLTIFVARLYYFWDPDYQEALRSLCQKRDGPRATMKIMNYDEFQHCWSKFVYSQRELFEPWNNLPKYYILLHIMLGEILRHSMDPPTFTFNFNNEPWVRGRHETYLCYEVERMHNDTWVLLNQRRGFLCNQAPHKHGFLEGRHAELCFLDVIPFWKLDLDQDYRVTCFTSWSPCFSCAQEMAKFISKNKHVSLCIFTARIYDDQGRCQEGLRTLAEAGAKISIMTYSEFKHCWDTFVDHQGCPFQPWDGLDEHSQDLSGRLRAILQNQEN
MIN6 prolif – induces beta-cell replication in MIN6 cells; 330,000 tested, 0.29% active; AID 2380; MIN6 cells proliferation, ATPlite luminescence, 48 h; cells starved in 0.2% serum; 100% = growth in 10% serum; proliferation, % at 10 µM;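 active = compounds whose signal lies at least 3.5 SD above the mean of all wells on their plate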;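 note: 0% = DMSO-treated cells in low-serum medium and 100% = 10% serum control; some compounds called inactive have numbers as strong as hits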
APOBEC3A inh – blocks human APOBEC3A ssDNA deamination; inhibition, % at 20 µM; 330,000 tested, 0.41% active; recombinant A3A, FAM/TAMRA ssDNA deamination fluorescence; P31941;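 active = at least 40% inhibition at 20 µM here, with at most 30% in a related deaminase screen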;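 note: plate controls were A3A with DMSO for no effect and wells lacking A3A enzyme for full effect; some results filed as inactive read as strong as hits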
Target sequence (P31941 whole entry, looked up): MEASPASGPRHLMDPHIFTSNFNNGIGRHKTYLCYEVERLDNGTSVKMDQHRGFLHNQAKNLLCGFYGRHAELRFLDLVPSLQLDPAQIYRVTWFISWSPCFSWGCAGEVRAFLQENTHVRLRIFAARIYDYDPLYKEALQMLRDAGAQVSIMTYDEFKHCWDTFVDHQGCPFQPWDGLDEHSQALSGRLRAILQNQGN
Numbers without * were called inactive. Compounds as they come; overall some 5% were active at least once.

Each structure is followed by: mIAP inh	MPTP block	GRIN3A LBD mod	hIAP block	hIAP act	mIAP act	APOBEC3G inh	MIN6 prolif	APOBEC3A inh
CCc1nc2ccccc2n1CCC(=O)O
→ -6	-0.4	1	5	0.95	1.1	-5	-1	-3
Cc1ccccc1Oc1ccc(NC(=O)C2CC=CCC2C(=O)O)cc1 (centres undefined)
→ 9	-0.1	0	-3	1	0.91	4	0	1
C#CC1(O)CC(C)NCC1(C)CCC#N (centres undefined)
→ -14	-4.4	-1	-14	1.1	1.1	0	-2	2
COc1ccc(N2CCCCn3c2nc2c3c(=O)[nH]c(=O)n2C)cc1
→ 0	0.3	1	3	0.97	1	0	-3	3
CCN(C(=O)CSC1=Nc2ccccc2C2CC=NN12)C1CCS(=O)(=O)C1 (centres undefined)
→ 1	0.3	0	-7	1.1	0.99	-9	0	-4
CC(C)CCNC(=O)NC(=O)CSc1ccc(S(=O)(=O)N2CCOCC2)cn1
→ -16	-3.5	1	7	0.93	1.2	7	1	-7
Cc1ccccc1C(=O)NC1CCN(CC(=O)Nc2c(C)cccc2C)CC1
→ 6	0.4	0	5	0.95	0.94	-5	-1	0
CCCCC(=O)Nc1ncc(Br)s1
→ -4	-1.8	10	7	0.93	1	2	-1	5
CCOc1ccc(C(=O)CCC(=O)NC(CC(C)C)C(=O)OC)cc1 (centres undefined)
→ -2	7.6	1	-6	1.1	1	-8	-1	3
CCC(CC)C(=O)Nc1ccc(-c2cn3cccnc3n2)cc1
→ -3	-1.0	1	11	0.89	1	1	-3	1
O=C(CCc1nc2ccccc2n1-c1ccccc1)NCCO
→ -5	20	-4	-3	1	1	4	0	-2
Cc1ccc(S(=O)(=O)Nc2ncnc3sccc23)cc1C
→ 10	-0.4	2	-3	1	0.9	-3	0	-3
COc1ccccc1N1CCN(c2ccc([N+](=O)[O-])cc2Cl)CC1
→ 5	-0.3	1	4	0.96	0.95	-5	0	-2
O=C(Nc1ccc2c(c1)OCO2)Nc1cnccn1
→ -4	-3.4	1	-29	1.3	1	0	-2	0
[O-]/[N+](=C/c1ccc(F)cc1)c1ccccc1
→ 5	0.1	0	-3	1	0.95	0	-2	0
CCOC(=O)C1CCN(c2ncnc3nc[nH]c23)CC1
→ 10	-1.6	-1	-17	1.2	0.9	-5	-3	-2
COCC(=O)N1CCC(Oc2ccc(C(=O)NC3Cc4ccccc4C3)cc2)CC1
→ -1	0.3	0	-20	1.2	1	-6	-3	0
Brc1ccc2c(c1)[C@H]1OCC[C@H]1[C@@H](c1cccs1)N2
→ -8	5.8	0	15	0.85	1.1	-2	-3	-3
Cc1nnc(NC(=O)CSC2=NN3CCCC(=O)N=C3S2)s1
→ 7	-0.1	-1	-4	1	0.93	-4	-4	-1
CCOC(=O)C1CCCN(C(=O)CN2C(=O)/C(=C/c3ccc(OC)cc3)Oc3ccccc32)C1 (centres undefined)
→ -4	0.3	-5	19	0.81	1	-6	-4	3
Cc1ccc(OCc2n[nH]c(=S)n2C2CCCCC2)cc1
→ 6	1.1	0	-5	1.1	0.94	1	2	-3
c1ccc(-c2noc(CN3CCOCC3)n2)cc1
→ -8	-4.7	-1	-14	1.1	1.1	-1	-3	3
CCOc1ccc(NS(=O)(=O)c2ccc(C)c(C(N)=O)c2)cc1
→ -2	0.5	-2	13	0.87	1	-9	-2	-2
NC(Cc1ccc(O)cc1)c1cn([C@@H](CCC(=O)O)C(=O)N2CCNCC2)nn1 (some centres undefined)
→ -2	-0.9	3	-15	1.2	1	-8	-3	-5
O=C(O)CNC(=O)c1ccccc1F
→ 5	-2.4	0	6	0.94	0.95	-2	-3	0
C=C(C)CSc1nnc(-c2ccc(OC)c(OC)c2)n1N
→ 6	0.7	-3	14	0.86	0.94	-10	0	-3
CCC(CC)c1nnc(NC(=O)Cc2cccs2)s1
→ 6	0.8	-1	16	0.84	0.94	-6	-1	0
O=C(Cn1nc2n(c1=O)-c1ccccc1SC2)N/N=C/c1cccs1
→ 4	-0.1	-1	4	0.96	0.96	-2	0	-1
COCCOC(=O)c1c(C)oc2ccc(OCC=C(C)C)cc12
→ 3	0.6	3	-8	1.1	0.97	0	-1	2
CCOC(=O)C1(Cc2ccccc2C(F)(F)F)CCN(C(=O)c2cc(C(C)=O)n[nH]2)CC1
→ 4	5.0	-4	-8	1.1	0.96	-1	-3	0

Entries listed so far that contain an aryl thioether with sulfur outside any ring:
Each structure is followed by: mIAP inh	MPTP block	GRIN3A LBD mod	hIAP block	hIAP act	mIAP act	APOBEC3G inh	MIN6 prolif	APOBEC3A inh
CC(C)CCNC(=O)NC(=O)CSc1ccc(S(=O)(=O)N2CCOCC2)cn1
→ -16	-3.5	1	7	0.93	1.2	7	1	-7
C=C(C)CSc1nnc(-c2ccc(OC)c(OC)c2)n1N
→ 6	0.7	-3	14	0.86	0.94	-10	0	-3

New compounds follow
Each structure is followed by: mIAP inh	MPTP block	GRIN3A LBD mod	hIAP block	hIAP act	mIAP act	APOBEC3G inh	MIN6 prolif	APOBEC3A inh
CCC(C)C(=O)Nc1nc2ccc(S(C)(=O)=O)cc2s1 (centres undefined)
→ 2	-1.3	1	-6	1.1	0.98	-6	-1	3
COc1ccc(S(=O)(=O)N(C)c2ccc(C(=O)NCC3CCCO3)cc2)cc1 (centres undefined)
→ 2	0.4	-2	8	0.92	0.98	-5	-1	-1
CCOC(=O)c1c(NC(=O)CN2C(=O)NC3(CCC(C)CC3)C2=O)sc(C)c1CC (centres undefined)
→ 0	0.1	3	-12	1.1	0.99	-12	-1	-3
CCC(C)NC(=O)c1ccc(CSCc2ccccc2Cl)o1 (centres undefined)
→ -1	0.0	0	5	0.95	1	-2	1	5
CS(=O)(=O)NCCNc1ncc(C(F)(F)F)cc1Cl
→ 4	-0.5	-1	7	0.93	0.96	-6	-1	-3
Cc1[nH]nc2c1C(c1ccc(F)cc1)C(C#N)=C(N)O2 (centres undefined)
→ 9	-4.4	1	3	0.97	0.91	-3	2	-1
CNC1(c2nnnn2-c2ccccc2C)CCOC(C)(C)C1 (centres undefined)
→ 6	0.1	3	6	0.94	0.94	-7	0	-1
Cc1ccc(C(=O)Cn2c3[n+](c4ccccc42)CC(O)CS3)cc1 (centres undefined)
→ 3	0.2	0	0	1	0.97	-9	0	3
COc1ccccc1CNC(=O)c1cc(-c2ccccc2)nn1CC1CC(c2cccc([N+](=O)[O-])c2)=NO1 (centres undefined)
→ 10	1.7	1	7	0.93	0.9	-2	-5	-2
COc1ccc2c(c1)OC[C@H]1[C@H]2N2C(=O)CN(CCc3c[nH]c4ccccc34)C(=O)[C@@]2(C)[C@H]1c1ccccc1
→ 13	1.7	-6	0	0.99	0.87	-3	-7	-2
CCn1c(=NC(=O)c2ccco2)sc2cccc(F)c21
→ 5	0.3	-3	22	0.79	0.95	-11	2	-6
COc1ccc(N2C(=NC(=O)C3CCCO3)SC3CS(=O)(=O)CC32)cc1 (centres undefined)
→ -2	-0.5	-1	0	1	1	-1	-2	0
CCN(CC)CCCNC(=O)c1cn(C)c2ccc(S(=O)(=O)N(C)C)cc2c1=O
→ 14	-0.9	2	13	0.87	0.86	-8	-2	-7
Cc1ccc(-c2nnn(CC(=O)N3CCCCC3)n2)cc1
→ -7	-0.2	-2	-17	1.2	1.1	3	0	-8
O=C(COc1cccc(Br)c1)Nc1ccc(Cl)c(S(=O)(=O)N2CCOCC2)c1
→ -14	0.3	-10	-8	1.1	1.1	-6	-5	-4
Cc1csc(SCC(=O)N(c2ccccc2)C(C)C)n1
→ 8	0.3	0	3	0.97	0.92	0	-3	-3
Cc1c(Cl)c(C(=O)NNC(=S)NCc2ccco2)nn1C
→ 4	-0.3	-1	1	0.99	0.96	-9	-4	-8
Cc1[nH]c(C)c(S(=O)(=O)NCc2ccc(Cl)cc2)c1C(=O)N1CCCC1
→ 5	0.1	-1	-10	1.1	0.95	0	2	0
[N-]=[N+]=CC(=O)C(O)(c1ccccc1)C(Cl)c1ccccc1 (centres undefined)
→ 1	-1.4	-1	4	0.96	0.99	3	-3	0
O=C(c1ccco1)N1CCN(c2ncnc3scc(-c4ccc(F)cc4)c23)CC1
→ 3	-0.7	-3	-9	1.1	0.97	-8	-1	-1

By substructure, the entries above containing a CF3 group
Each structure is followed by: mIAP inh	MPTP block	GRIN3A LBD mod	hIAP block	hIAP act	mIAP act	APOBEC3G inh	MIN6 prolif	APOBEC3A inh
CCOC(=O)C1(Cc2ccccc2C(F)(F)F)CCN(C(=O)c2cc(C(C)=O)n[nH]2)CC1
→ 4	5.0	-4	-8	1.1	0.96	-1	-3	0
CS(=O)(=O)NCCNc1ncc(C(F)(F)F)cc1Cl
→ 4	-0.5	-1	7	0.93	0.96	-6	-1	-3

Sorted by length of the SMILES (highest first): some entries from above.
Each structure is followed by: mIAP inh	MPTP block	GRIN3A LBD mod	hIAP block	hIAP act	mIAP act	APOBEC3G inh	MIN6 prolif	APOBEC3A inh
NC(Cc1ccc(O)cc1)c1cn([C@@H](CCC(=O)O)C(=O)N2CCNCC2)nn1 (some centres undefined)
→ -2	-0.9	3	-15	1.2	1	-8	-3	-5
O=C(c1ccco1)N1CCN(c2ncnc3scc(-c4ccc(F)cc4)c23)CC1
→ 3	-0.7	-3	-9	1.1	0.97	-8	-1	-1
Brc1ccc2c(c1)[C@H]1OCC[C@H]1[C@@H](c1cccs1)N2
→ -8	5.8	0	15	0.85	1.1	-2	-3	-3
CCC(C)C(=O)Nc1nc2ccc(S(C)(=O)=O)cc2s1 (centres undefined)
→ 2	-1.3	1	-6	1.1	0.98	-6	-1	3
Cc1ccc(S(=O)(=O)Nc2ncnc3sccc23)cc1C
→ 10	-0.4	2	-3	1	0.9	-3	0	-3
CCC(C)NC(=O)c1ccc(CSCc2ccccc2Cl)o1 (centres undefined)
→ -1	0.0	0	5	0.95	1	-2	1	5

(more compounds)
Each structure is followed by: mIAP inh	MPTP block	GRIN3A LBD mod	hIAP block	hIAP act	mIAP act	APOBEC3G inh	MIN6 prolif	APOBEC3A inh
COc1ccc(NC(=O)CSc2nc(C)cc(C)n2)cc1
→ 10	-0.5	0	6	0.94	0.9	-5	-2	-21
COc1ccccc1CNC(=O)C(Cc1ccccc1)NC(=O)c1ccccc1 (centres undefined)
→ -27	-0.4	2	-14	1.1	1.3	-8	-2	-3
Cc1ccc(CN(Cc2ccccc2)C(=S)NCC(=O)NCc2cccnc2)o1
→ 2	0.5	0	-36	1.4	0.98	45*	-4	-4
COc1cc(CCC(=O)Nc2cccc(C(F)(F)F)c2)cc(OC)c1OC
→ -16	0.9	2	7	0.93	1.2	-1	2	3
O=C(CCNS(=O)(=O)c1ccc(Cl)cc1)Nc1ccncc1
→ 1	0.0	3	-20	1.2	0.99	-9	-3	-4
C/C(=N/NC(=O)CNC(=O)c1ccccn1)c1ccccc1
→ 6	-0.2	1	-3	1	0.94	-6	0	-1
O=C(O)CCC(NS(=O)(=O)c1ccc(-c2ccccc2)cc1)C(=O)O (centres undefined)
→ -10	0.0	0	-10	1.1	1.1	2	0	1
CCOC(=O)N1CCC2(CC1)C(C#N)=C(N)Oc1c2c(C)nn1-c1cccc(Cl)c1
→ 11	2.9	-24	22	0.78	0.89	-4	-3	-4
Cc1cc(SCC(=O)NCC2CCCO2)nc2ccccc12 (centres undefined)
→ 5	0.9	2	-13	1.1	0.95	-5	9	0
CN(C)CCCN(C(=O)c1ccc2c(c1)OCCO2)c1nc2cc3c(cc2s1)OCO3
→ -12	-1.1	1	-4	1	1.1	-7	-2	0
COc1ccc(Br)cc1CN(C)C(=O)c1ccccc1OCc1c(C)noc1C
→ 3	0.3	0	-8	1.1	0.97	-6	-2	1
